Pf growth 96h: P. falciparum growth inhibition at 96 hour, primary screen for plastid delayed-death inhibitors; P. falciparum luciferase reporter growth, 96 h; Potency, µM (series often up to 28.7 µM), inactives show at the top dose activity change, negative = inhibition, actives largely listed as inhibitors; hit rate 6.9% among 320,000; further: potency means the concentration at half of the fitted maximal effect; on the % scale 0 is the no-effect control and ±100 the full control effect
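Two-generation exposure (96 h) targets delayed-death phenotype. Reporter parasites carrying integrated firefly luciferase, in red cells at 2% hematocrit and 0.05% parasitemia final, kept at 37 C, 5% CO2; luminescence loss indicates inhibition.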
Shiga toxin inh: inhibitors of Shiga toxin in Vero cells; Vero cells, Shiga toxin protein synthesis inhibition reporter; inhibition, % at 38.7 µM; hit rate 9.2% among 290,000; AID 2315; in the data active means inhibition mostly above about 28%, no sharp cut-off; inactive means mostly below about 43%; further: 0% is about no effect
AMA1 RON2 block: inhibitors of Plasmodium falciparum AMA1-RON2 interaction | AlphaScreen AMA1-biotinylated RON2 peptide binding | Potency, µM (highest dose often 58.2 µM), inactives show top-dose activity change, negative = inhibition, usual class: inhibitors | hit rate 0.2% among 360,000;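 further: potency means the concentration at half of the fitted maximal effect; 0% = vehicle wells and -100% = peptide control; nearly all actives have a fitted effect of over 45% in size; some results filed as inactive show a strong effect at the top dose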
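AMA1 (3D7) with his tag at 25 nM final met compounds first, then biotinylated RON2 peptide at 25 nM; detection used donor plus acceptor beads, 10 µg/mL apiece, read by AlphaScreen after 30 min at room temperature.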
LmPK inhibitor: LmPK (Leishmania mexicana) enzyme inhibition; Q27686; purified LmPK, Kinase-Glo ATP luminescence, 1 h; hit rate 0.37% among 290,000; Potency, µM (titrated, usually from 57.5 µM), inactives show at the top dose activity change, negative = inhibition, actives largely listed as inhibitors; further: potency means the concentration at half of the fitted maximal effect; on the % scale 0 is the no-effect control and ±100 the full control effect
Target sequence (Q27686 whole entry, looked up): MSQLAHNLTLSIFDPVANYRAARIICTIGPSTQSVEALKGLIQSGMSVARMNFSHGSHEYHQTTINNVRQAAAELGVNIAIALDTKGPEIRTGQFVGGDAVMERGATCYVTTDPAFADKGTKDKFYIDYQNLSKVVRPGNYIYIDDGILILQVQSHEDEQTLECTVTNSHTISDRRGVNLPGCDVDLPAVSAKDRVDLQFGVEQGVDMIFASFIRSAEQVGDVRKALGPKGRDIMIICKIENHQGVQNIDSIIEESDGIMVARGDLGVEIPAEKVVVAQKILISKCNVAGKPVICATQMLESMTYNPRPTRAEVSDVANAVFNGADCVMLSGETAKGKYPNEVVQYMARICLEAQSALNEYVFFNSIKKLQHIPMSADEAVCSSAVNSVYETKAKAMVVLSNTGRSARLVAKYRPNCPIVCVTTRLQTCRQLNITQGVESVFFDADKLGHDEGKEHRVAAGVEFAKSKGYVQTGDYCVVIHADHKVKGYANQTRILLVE
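ATP generated from ADP (0.1 mM) and PEP (0.5 mM) by 0.1 nM LmPK over 1 h at room temperature (pH 7.2 imidazole buffer) was detected by coupled luciferase luminescence. Values were normalized to uninhibited and no-enzyme wells.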
Pf growth 48h: inhibits P. falciparum growth in the first generation, 48 h; P. falciparum luciferase growth in erythrocytes, 48 h; Potency, µM (titrated, usually from 28.7 µM), without a hit: top-dose activity change, negative = inhibition, actives largely listed as inhibitors; hit rate 5.9% among 310,000; further: potency means the concentration at half of the fitted maximal effect; on the % scale 0 is the no-effect control and ±100 the full control effect
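Erythrocytes infected with P. falciparum carrying an integrated firefly luciferase reporter (2% hematocrit, 0.1% parasitemia final) were exposed to compounds in RPMI 1640 with 0.5% Albumax at 37 C, 5% CO2. Growth inhibition was scored as reduced luminescence.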
TbPYK inhibitor: T. brucei pyruvate kinase inhibition; Q57TT1; TbPYK enzyme, Kinase-Glo Plus ATP luminescence, 45 min; Potency, µM (highest dose often 76.8 µM), inactives show top-dose activity, negative = inhibition, actives largely listed as inhibitors; hit rate 0.12% among 410,000; further: potency means the concentration at half of the fitted maximal effect; on the % scale 0 is the no-effect control and ±100 the full control effect; nearly all actives have a fitted effect of over 50% in size
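Glycolytic pyruvate kinase of T. brucei was incubated with substrate, test compound and 130 uM ADP for 45 minutes at room temperature. Luminescent Kinase-Glo Plus signal was measured after 10 minutes.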
Cycloheximide cs: affects cycloheximide protein synthesis inhibition readout, counter-screen | cell reporter, cycloheximide protein synthesis inhibition counterscreen | max response, % | hit rate 12% among 300,000; in the data active means max response mostly above about 13%, no sharp cut-off; inactive means mostly below about 14%; further: read at 38.3 µM for the half of the compounds with a filed dose; 0% is about no effect
Numbers without * were called inactive; ? = inconclusive; nt = not tested or not shown; [ ] = remark or other dose. Unless noted, the call rests on the fitted dose curve; in most records, active means well fitted curve in the direction sought with a large enough effect; inconclusive means small, poorly fitted or top-dose-only effect, or another doubt; inactive means no such curve, though single readings can be large; an effect the other way counts as inactive or inconclusive.

No.	Compound	AMA1 RON2 block	Shiga toxin inh	Pf growth 96h	LmPK inhibitor	TbPYK inhibitor	Cycloheximide cs	Pf growth 48h
1	Cc1ccc2c(c1)c(C)c(C)n2CC(O)Cn1nc(C)cc1C (centres undefined)	-16%	3	nt	2%	-5%	-1	?
2	Cc1cc(C)cc(NC(=O)/C(C#N)=C/c2cn(CC(=O)NCc3ccco3)c3ccccc23)c1	3%	-17	21%	2%	-4%	6	5%
3	CC(C)CCN(C(=S)Nc1cccc(C(F)(F)F)c1)C(C)c1ccccn1 (centres undefined)	70%[activator]	-7	?	2%	1%	11	-2%
4	CCOc1cccc2sc(N(CCN(C)C)C(=O)c3ccc(Br)s3)nc12	-8%	3	0%	6%	-5%	-1	13%
5	Cc1ccc(C(C)C)cc1OCC(=O)Nc1ccc(N2CCCCC2)cc1	?	nt	?	nt	-1%	nt	?
6	COC(=O)c1ccccc1NC(=O)CN1C(=O)NC2(CCCCCCC2)C1=O	-1%	nt	-9%	nt	2%	nt	-25%
7	Cc1ccccc1NC(=O)COC(=O)c1cccnc1	-5%	12	32%[activator]	-4%	-3%	3	-21%
8	CCOC(=O)c1cc2c(=O)n3ccccc3nc2n(Cc2ccco2)c1=NC(=O)c1ccccc1OCC	1%	1	107%	12%[11.5 µM]	3%	-2	?
9	CCOc1ccc(OCC(=O)Nc2ccc(OC)cc2[N+](=O)[O-])cc1	-6%	-3	-6%	5%	-4%	2	26%
10	O=C(c1ccc(Br)o1)N1CCC(c2nc3ccccc3[nH]2)CC1	-3%	nt	?	nt	-12%	nt	?
11	COc1ccc(-c2nc(SC(CC(=O)NCCN3CCOCC3)c3cccs3)n[nH]2)cc1 (centres undefined)	7%	11	-21%	0%[11.5 µM]	5%	-3	?
12	Cc1cc(C(C)(C)C)ccc1OCC(=O)N/N=C\c1c(C)n(C)n(-c2ccccc2)c1=O	61%[activator]	-7	-24%	1%	-7%	-4	18%
13	CC(O)c1ccc(-n2cnnn2)cc1 (centres undefined)	14%	11	0%	2%	-4%	-1	15%
14	COCCn1c(SCC(=O)Nc2cccc(C(=O)OC)c2)nc2ccccc2c1=O	1%	8	49%[activator]	0%	1%	-1	13µM*
15	Cc1coc2c1c(C)cc1oc(=O)c(Cc3ccccc3)c(C)c12	6%	28	?	5%	-20%	-1	?
16	Cc1ccc(-n2nc(C(=O)N3CCOCC3)cc2-c2ccc(Cl)cc2)cc1	0%	-9	?	1%	-6%	9	?
17	COc1cc(/C=C/C(=O)OCC(=O)NCCc2ccccc2)cc(OC)c1OC	6%	14	-26%	4%	-22%	-2	?
18	Cc1nn(CCC(=O)O)c2nc(-c3cccnc3)cc(C(F)(F)F)c12	1%	-4	?	-3%	0%	-4	-19%
19	CN1CCCN(C(=O)COc2ccccc2Br)CC1	-6%	-12	7%	0%	1%	-2	-8%
20	CC(=O)Nc1ccc(N/C=C/C(=O)c2ccc(Cl)cc2)cc1	-23%	27	39%[activator]	3%	-2%	12	36%[activator]
21	COc1ccc(O)c(CN2CCN(CCc3ccccc3)C(CCO)C2)c1 (centres undefined)	?	-10	?	6%	-4%	1	0%
22	CCCOc1ccccc1/C=C(\C#N)C(=O)Nc1cccc(C)n1	-7%	29*	?	8%	7%	14*	-7%
23	COc1ccc(C(=O)N=C2SC3CS(=O)(=O)CC3N2Cc2ccc(F)cc2)cc1 (centres undefined)	-2%	15	4%	2%	-1%	16	?
24	COc1ccc(-c2nc(CS(=O)(=O)CC(=O)NCc3ccc4c(c3)OCO4)c(C)o2)cc1	0%	2	-26%	-9%	-3%	-2	4%
25	CCOC(=O)c1ccc(S(=O)(=O)NCC(c2ccc(N(C)C)cc2)c2c[nH]c3ccccc23)cc1 (centres undefined)	14µM*	15	-19%	5%	-18%	2	-16%
26	Cc1cc(C)n(Cc2ccc(Cl)nc2)n1	3%	-5	29%	2%	2%	1	383%[activator]
27	O=C(NCCCc1ccc(F)cc1)C1CCC(=O)N(CCCN2CCCC2=O)C1 (centres undefined)	5%	-2	64%[activator]	-5%	1%	-4	25%
28	CCOc1ccccc1N1CC(O)=C(c2nc3ccccc3s2)C1=N	25%	-9	nt	5%	-14%	-3	?
29	O=c1[nH]sc2ccccc12	-2%	-12	-6%	7%	-25%	6	-7%
30	CC(=O)Nc1ccc(S(=O)(=O)n2cnc3ccccc32)cc1	4%	-8	-27%	2%	-16%	-2	7%
31	CCCCNC(=O)c1ccc2c(c1)N(C)C(=O)c1ccccc1S2	-6%	2	22%	-1%	3%	11	?
32	Cc1ccc(C)c(OCCC(=O)OCC(=O)NCc2ccccc2)c1	16%	nt	24%	nt	-1%	nt	28%
33	CCCCCCNC(=O)C(=O)NCCc1ccc(Cl)cc1	-1%	-15	33%[activator]	-1%	-3%	-2	15%
34	Cc1cccc(C)c1-n1nnnc1SCC(=O)N1CCNC1=O	-3%	nt	-11%	nt	3%	nt	-2%
35	CN1C(=O)/C(=N/OC(=O)c2ccccc2)c2ccccc21	-9%	17	-8%	1%	-21%	20	?
36	CCn1c(SCC(=O)Nc2sc3c(c2C#N)CCCC3)nnc1-c1ccncc1	0%	-6	?	0%	-6%	-1	?
37	CCn1c(SCC(=O)NCc2ccccc2)nnc1C(CO)NC(=O)c1ccccc1 (centres undefined)	10%	-4	11%	-3%	-1%	-2	-4%
38	COc1ccc2[nH]cc(C(=O)CN3CCN(C4CCCCC4)CC3)c2c1	5%	-18	30%[activator]	-8%	1%	-6	-8%
39	Clc1ccc(OCc2nnc3n2CCCCC3)c(Cl)c1	3%	56*	-10%	7%	3%	28*	55%[activator]
40	O=C(O)c1cccc(S(=O)(=O)Nc2cccc(S(=O)(=O)N3CCCC3)c2)c1	0%	nt	-10%	nt	3%	nt	4%
41	COC(=O)c1sccc1NC(=S)N1CCN(C)CC1	-8%	-3	?	-1%	4%	-2	?
42	CC1=CC(C)C(/C=N/n2cnnc2)C(C)C1 (centres undefined)	3%	27	?	5%	0%	-1	?
43	O=C(CNC(=S)N(Cc1ccccc1)Cc1cccnc1)NCCN1CCOCC1	8%	10	17%	13%	-6%	-4	-3%
44	COC(=O)c1ccc(C)c(N(CCO)CCO)c1	-4%	4	73%[activator]	-2%	2%	-4	11%
45	COc1ccc(S(=O)(=O)NNC(=O)c2csc(-n3nc(C)cc3C(F)(F)F)n2)cc1OC	-4%	38	nt	3%	-1%	-3	-5%
46	CCOc1ccc(NC(=S)Nc2cccnc2)cc1	3%	22	26%	-4%	-3%	6	-3%
47	NC(=O)c1ccc(NC(=O)COc2ccc(-n3cnnn3)cc2)cc1	-8%	nt	?	nt	-1%	nt	?
48	O=C(c1cc(=O)[nH]c2ccccc12)N1CCc2ccccc2C1	-7%	-13	-4%	-1%	-16%	0	-6%
49	CN1CCN(C(CNC(=O)C(=O)NC2CCCC2)c2ccc(F)cc2)CC1 (centres undefined)	14%	nt	3%	nt	-6%	nt	-1%
50	NC(=O)CC(NC(=O)c1ccccc1)c1ccc(NCCN2CCOCC2)c([N+](=O)[O-])c1 (centres undefined)	-2%	-5	0%	-2%	3%	-2	68%[activator]

(continued)
No.	Compound	AMA1 RON2 block	Shiga toxin inh	Pf growth 96h	LmPK inhibitor	TbPYK inhibitor	Cycloheximide cs	Pf growth 48h
51	CC(C)C[C@@H](CSc1ccc(Br)cc1)N1CCN(CC(C)C)CCC1=O	1%	75*	?	6%	1%	18*	?
52	COc1nc(N2CCOCC2)nc(-n2cccc2)n1	-14%	-1	?	4%	3%	-5	-10%
53	CCN1CCN(C(=O)CCN2C(=O)COc3ccc(C)cc32)CC1	-7%	-7	-21%	3%	nt	-4	12%
54	COc1ccc(Cl)cc1NC(=O)CN1C(=O)NC(C)(Cc2ccc(OC)c(OC)c2)C1=O (centres undefined)	-2%	nt	2%	nt	0%	nt	?
55	CCOC(=O)/C=C1\NC(C)(C)Cc2cc(OC)c(OC)cc21	-19%	-21	0%	3%	4%	-3	44%[activator]
56	CN(CC(=O)NCCc1ccc(S(N)(=O)=O)cc1)Cc1ccc(Cl)cc1Cl	6%	-10	-8%	5%	-4%	-8	-12%
57	COc1ccc(CCNC(=O)c2ccc(OCC(=O)N3CCOCC3)c(OC)c2)cc1	-10%	nt	21%	nt	1%	nt	7%
58	CCc1nn2cc(C(=O)c3cc(C)ccc3O)cnc2c1-c1ccc(F)cc1	?	-15	4%	1%	2%	-1	2.6µM*
59	NC(=O)CCN(C1CCCCC1)S(=O)(=O)c1cccc2nsnc12	2%	-8	?	-2%	12%	-4	10%
60	O=C(COC(=O)CNC(=O)c1ccc(Cl)cc1Cl)NC1CCCCC1	-8%	-3	-15%	-7%	0%	14	1%
61	CCCCn1c(N)c(N(CC(C)C)C(=O)c2ccc(S(=O)(=O)N3CCC(C)CC3)cc2)c(=O)[nH]c1=O	17%	nt	?	nt	1%	nt	?
62	CCCCOc1ccc(-c2cnc3ccccc3n2)cc1	-21%	60*	?	?	-10%	45*	205%[activator]
63	CC12CC(NC(=O)N1c1cccc(C(=O)N3CCN(c4ccccc4)CC3)c1)c1ccccc1O2 (centres undefined)	-2%	-43	?	3%	-3%	-2	8.3µM*
64	O=C(c1ccc(Cl)c([N+](=O)[O-])c1)N1CCN(S(=O)(=O)c2ccc(Cl)cc2)CC1	-13%	nt	?	nt	-5%	nt	?
65	COc1ccccc1NC(=O)c1cccc(N2C(=O)C3C4C=CC(C4)C3C2=O)c1 (centres undefined)	-8%	-10	?	-1%	1%	7	-5%
66	CC(C)c1cc(NCc2ccccn2)n2c(nc3ccccc32)c1C#N	-3%	-13	?	-9%	4%	9	?
67	COc1ccc2nc(NC3=NC(C(=O)Nc4ccc(C)cc4)CC(=O)N3)nc(C)c2c1 (centres undefined)	nt	-2	48%[activator]	2%	nt	6	13%
68	CCOCCCNC(=O)NC12CC3CC(CC(C3)C1)C2	17%	-22	-2%	-3%	4%	-10	-19%
69	CN(C)c1ccnc2sc(C(=O)c3ccccc3)c(N)c12	-3%	25*	142%[activator]	-1%	2%	58*	150%[activator]
70	c1ccc2nc(-c3ccc(N4CCOCC4)cc3)ccc2c1	15%	67*	105%[activator]	?	-25%	33*	69%[activator]
71	CCSC1=C(C#N)C2(CCCCC2)C(C#N)=C(N)N1	0%	17	nt	-3%	2%	3	39%[activator]
72	Cn1nc([N+](=O)[O-])c2c(-c3nc4ccccc4s3)c(N)n(C3CCCCC3)c2c1=O	9%	37	nt	6%	0%	-3	4%
73	Cc1ccc(CNC(=O)CCC2CCCN(Cc3ccc4cccc(F)c4n3)C2)o1 (centres undefined)	-3%	-13	?	4%	-2%	-3	-19%

Part of the list above, screen by screen:
[55] CCOC(=O)/C=C1\NC(C)(C)Cc2cc(OC)c(OC)cc21
[16] Cc1ccc(-n2nc(C(=O)N3CCOCC3)cc2-c2ccc(Cl)cc2)cc1

Screen / compound no.	55	16
AMA1 RON2 block	-19%	0%
Shiga toxin inh	-21	-9
Pf growth 96h	0%	?
LmPK inhibitor	3%	1%
TbPYK inhibitor	4%	-6%
Cycloheximide cs	-3	9
Pf growth 48h	44%[activator]	?

Source: PubChem (National Center for Advancing Translational Sciences (NCATS))
